CSM14.1 death rescue: rescue of cells from ER stress-induced death, primary screen, 384-well, CSM14.1, thapsigargin, ATP luminescence (AID 1222). CSM14.1 thapsigargin-induced death rescue, ATP luminescence; higher % means a stronger effect. one-dose cellular ATP content (survival), % at 20 µM; EC50 in µM for titrated hits. 190,000 tested, under 10 active;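 active means EC50 below 50 µM in the dose-response confirmation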;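 further: death triggered by thapsigargin at about 15 µM added after 2 h compound pretreatment; cell ATP read after overnight thapsigargin exposure of roughly 18 to 22 hours; normalized against plate controls of thapsigargin alone and 5% DMSO vehicle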
Dynein transport: dynein cargo transport inhibition; 3617.4 mouse cells, GR-EGFP nuclear translocation imaging; test concentration mostly 20 µM; stimulated with dexamethasone, 1 µM; stronger effect = lower value; z-score, hits read low; hit rate 0.47% among 220,000;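 active means plate z-score of nuclear minus cytoplasmic receptor signal below a set negative limit, without overly bright fluorescence or cell loss, cut at about -3.5 in these data, passing the limit was not always enough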;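 further: z-score of nuclear minus cytoplasmic ring GR-EGFP intensity difference per well; some compounds called inactive have numbers as strong as hits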
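medium = tetracycline-free induction medium containing charcoal-stripped FBS | also added = 1.0 µM final dexamethasone stimulus | schedule = 48 h induction, 1 h compound, 30 min dex at 37 °C | technique = fixed, Hoechst-stained cells imaged at 10x for EGFP | measure = GR-EGFP nuclear translocation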
P. falciparum M17LAP: P. falciparum M17LAP inhibitors, primary screen, biochemical, fluorogenic H-Leu-NHMec substrate, 1536-well (AID 1619). recombinant M17LAP, H-Leu-NHMec fluorogenic kinetic assay; higher % means a stronger effect. inhibition, % at 30 µM; hits with a dose series show IC50 in µM. hit rate 0.38% among 220,000;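 active means compound inhibiting the enzyme by more than half at any dose during confirmatory dose-response retesting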;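 further: plate controls were full reaction with DMSO carrier for no effect and no enzyme background for full effect; strong numbers were not always called active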
MT stabilizer: stabilizes microtubules in HeLa cells | % tubulin-high responders, % at 10 µM | HeLa tubulin immunostaining HCS, 24 h; share of cells brighter than vehicle mean+2SD | hit rate 0.83% among 200,000;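 active means plate Z-score above 3 for both tubulin-high and condensed-nucleus cell shares, with cell loss under 80%, at 10 µM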;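 further: anti alpha tubulin signal scored within the nucleus-defined area of each cell; some results filed as inactive read as strong as hits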
Ins promoter up: MIN6 insulin promoter up-regulation; hit rate 0.3% among 190,000; MIN6 insulin promoter-GFP reporter, high-content imaging; stronger effect = higher value; AID 1625; z-score at 5 µM;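 active means z-score above 3 at 5 µM with at least 500 cells counted in the well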
Autophagy HCS: modulators of autophagy. calls only at 10 µM (by protocol). MEF GFP-LC3 puncta imaging; test concentration mostly 10 µM. hit rate 0.98% among 190,000. AID 463193;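 active means percentage of spot-positive cells more than 3 SD above its plate mean, without a fluorescence outlier flag or 80% toxicity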;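 further: spot-positive cell cutoff set from DMSO-treated cells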
P. falciparum M1AAP: malaria alanyl aminopeptidase activity blockers – biochemical, fluorogenic H-Leu-NHMec substrate, 1536-well (AID 1445) | one-dose inhibition, % at 30 µM; IC50 in µM for titrated hits | hit rate 0.42% among 220,000 | recombinant M1AAP, H-Leu-NHMec fluorogenic kinetic assay; higher % means a stronger effect;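 active means primary inhibition above the hit cutoff, then over 50% inhibition at one or more dose response concentrations, cut at about 23% in these data, passing the limit was not always enough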;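 further: plate controls were DMSO full reaction for no effect and no enzyme background for full effect; strong numbers were not always called active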
Yfh1-off respiration: enhancers of respiration in Yfh1-depleted yeast, dose response, Friedreich's ataxia, plus single-dose screen (AID 1465); S. cerevisiae Yfh1-off respiration, WST-1 reduction, 72 h; higher fold induction means a stronger effect; fold induction at 50 µM, or EC50 in µM where a hit was titrated; hit rate 0.074% among 220,000;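 active means fold induction of absorbance versus untreated yeast above a set limit, then at least 30% activation at any dose in follow-up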;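 further: activators that raise dye reduction in frataxin-depleted yeast; strong numbers were not always called active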
Hep lipid drop: hepatic lipid droplet formation modulation. inhibition, % at 6.5 µM. hit rate 0.4% among 240,000. AML12 mouse hepatocytes, oleate lipid droplets, BODIPY imaging;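 active means lipid droplet intensity inhibited by at least 50%, with more than 500 cells counted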
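Material – AML12 mouse liver cells · Also added – oleate loading, 100 µM · Compound dosing – 6.5 µM single-point dosing · Times – overnight treatment with compound plus oleate · Measured by – fluorescence imaging, 20x objective, two fields per well · Read-out – percent inhibition of filter-corrected integrated lipid droplet intensity per well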
Dynein transport cytoplasmic EGFP: further read-out of Dynein transport, marked with its call; z-score; measured here: cytoplasmic GR-EGFP intensity; stronger effect = higher value
Dynein transport nuclear GR-EGFP: further read-out of Dynein transport, marked with its call; z-score; measured here: nuclear GR-EGFP intensity;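 lower value marks the stronger effect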
Dynein transport cell count: second read-out of Dynein transport, no call of its own (marks repeat the call); z-score; measured here: cell count per field
Ins promoter up cell count: also measured in Ins promoter up; calls as there; cell count; measured here: cytotoxicity, nuclei count;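 total cells summed across four imaged fields per well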
Hep lipid drop cells 6.5 µM: second read-out of Hep lipid drop, no call of its own (marks repeat the call); cell count; measured here: cell count, cytotoxicity flag;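 cells counted across two imaged fields per well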
MT stabilizer Hoechst-high %: further read-out of MT stabilizer, marked with its call; % Hoechst-high responders; measured here: nuclear condensation Hoechst responders;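 share of cells brighter than vehicle mean plus two SD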
MT stabilizer cytotoxicity %: second read-out of MT stabilizer, no call of its own (marks repeat the call); toxicity, %; measured here: cytotoxicity by cell density;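 0% = mean cell density of plate MIN control wells and 100% = no cells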
Autophagy HCS cell loss 18 h: further read-out of Autophagy HCS, marked with its call; toxicity, %; measured here: cell loss, nuclei count;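 cell loss after 18 h compound exposure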
* = called active by the depositor; i = inactive; . = no result given.

1	COc1ccccc1N1CCN(CC(O)c2ccc3cc[nH]c3c2)CC1 (centres undefined)
2	COc1ccccc1-c1ccc(=O)n(CC(=O)NCc2ccco2)n1
3	CCC(Oc1ccccc1)C(=O)Nc1nc2c(s1)C(=O)CC(C)(C)C2 (centres undefined)
4	CCn1c2ccc(CC(=O)O)cc2c2cc(CC(=O)O)ccc21
5	CCCOc1ccc(C2C(=O)N(C3CCCCCC3)CC(=O)N2Cc2ccco2)cc1OC (centres undefined)
6	COc1ccc(Cl)cc1N1C(=O)C2CCCN2C1c1ccccc1F (centres undefined)
7	Cc1ccccc1NC(=O)CNC(=O)c1ccc(C(F)(F)F)cc1
8	CCCCn1c(-c2ccccc2)nc2c(=O)n(C)c(=O)[nH]c21
Compound	1	2	3	4	5	6	7	8
CSM14.1 death rescue	-2.8%	.	-1.3%	0.3%	1.1%	-0.5%	1.6%	-0.1%
Dynein transport	-1.5	-0.24	1.7	-1.1	0.25	0.31	0.49	0.1
Dynein transport cytoplasmic EGFP	-0.19	0.9	0.025	-0.12	-0.15	-0.15	-0.087	-0.16
Dynein transport nuclear GR-EGFP	-0.84	0.17	0.34	-0.03	0.35	0.34	1.1	0.043
Dynein transport cell count	0.27	0.65	-1.9	0.3	-0.66	-0.36	-2.4	0.38
P. falciparum M17LAP	-6%	3%	17%	31%	8%	1%	-11%	-20%
MT stabilizer	7.1	3.1	2.7	3.1	1.6	5.3	2.8	1.6
MT stabilizer Hoechst-high %	1.9	1.0	1.5	1.6	1.8	2.3	1.3	3.6
MT stabilizer cytotoxicity %	8.0	1.7	0.5	6.5	7.5	5.0	6.9	12
Ins promoter up	-0.49	0.08	-0.81	.	.	-0.46	0.22	0.64
Ins promoter up cell count	1585	1291	1622	.	.	946	1357	1201
Autophagy HCS	.	i	i	i	i	i	i	i
Autophagy HCS cell loss 18 h	.	-1	-2	23	0	1	-2	-17
P. falciparum M1AAP	0%	-5%	5%	3%	2%	0%	1%	0%
Yfh1-off respiration	i	i	i	i	i	i	i	i
Hep lipid drop	-3	5	.	.	2	.	10	.
Hep lipid drop cells 6.5 µM	689	692	.	.	762	.	599	.

9	CC1(C)CC(=O)c2ccc(OCc3ccc([N+](=O)[O-])cc3)cc2O1
10	O=C(Nc1ccccc1Cl)N1CCn2c(nc3ccccc32)C1
11	Cc1csc(NC(=O)CSc2ncn(-c3ccccc3)n2)n1
12	CC(NC(=O)c1ccncc1)C(c1cccs1)N1CCOCC1 (centres undefined)
13	C#CCOCCOCCOCCNc1nc(N2CCN(C(=O)C([C@@H](C)CC)n3cc(C(N)CO)nn3)CC2)nc(N2CCN(C(=O)[C@H](CCC(=O)O)n3cc(C(N)CC(C)C)nn3)CC2)n1 (some centres undefined)
14	Cn1cc(S(=O)(=O)NC(c2ccccc2)c2ccccc2)c(=O)n(C)c1=O
15	CN=c1scc(-c2ccccc2F)n1/N=C(\C)c1cccnc1
16	CCN1C(=O)CC(Sc2ccccc2C(=O)O)C1=O (centres undefined)
Compound	9	10	11	12	13	14	15	16
CSM14.1 death rescue	.	-1.2%	1.1%	2.1%	0.9%	.	-2.0%	0.8%
Dynein transport	-0.54	-0.68	-0.16	-0.7	-0.13	2.3	1.3	0.21
Dynein transport cytoplasmic EGFP	-0.18	-0.21	-0.13	-0.18	-0.21	-0.13	0.48	-0.2
Dynein transport nuclear GR-EGFP	-0.28	-0.19	-0.82	-0.094	0.31	2.6	2.1	0.062
Dynein transport cell count	-0.45	0.2	-0.56	0.39	-1.2	-2.7	-0.86	0.25
P. falciparum M17LAP	-4%	0%	-5%	-4%	3%	-21%	-7%	-7%
MT stabilizer	.	3.6	2.4	3.0	2.2	.	3.2	3.3
MT stabilizer Hoechst-high %	.	2.6	1.4	1.6	1.1	.	2.0	2.7
MT stabilizer cytotoxicity %	.	6.4	3.5	2.8	3.3	.	22	5.0
Ins promoter up	-0.63	.	0.37	0.25	-0.67	.	1.1	0.55
Ins promoter up cell count	1362	.	1700	1202	1364	.	1124	880
Autophagy HCS	.	i	i	i	i	.	i	i
Autophagy HCS cell loss 18 h	.	-4	2	-1	3	.	1	0
P. falciparum M1AAP	5%	-5%	0%	4%	-2%	-8%	2%	-1%
Yfh1-off respiration	i	i	i	i	.	i	i	i
Hep lipid drop	-5	6	.	0	-2	11	-4	8
Hep lipid drop cells 6.5 µM	570	777	.	718	661	743	669	775

17	CNC(=O)CCc1nc(-c2ccc(C(C)(C)C)cc2)no1
18	COCCn1c(SCC(=O)c2c(-c3ccccc3)n(C)c3ccccc23)nnc1-c1ccncc1
19	Cc1cc(=O)c2ccccc2n1Cc1ccccc1
20	Cc1ccc(-c2nnc(-c3ccccc3)o2)cc1
21	Cc1ccc(Cl)cc1Nc1nc(-c2sc(NC(=O)c3ccco3)nc2C)cs1
22	CCCC[C@@H]1CNC(=S)N1CCc1cccc2ccccc12
23	CC(=O)Nc1ccc(S(=O)(=O)NCC(=O)OCC(=O)NC(=O)c2cccn2C)cc1
24	CCOc1ccc(NC(=O)c2ccccc2NC(=O)CN(C)CC(=O)Nc2ccc(C)cc2)cc1
Compound	17	18	19	20	21	22	23	24
CSM14.1 death rescue	-1.6%	3.5%	1.1%	-3.7%	0.4%	-0.8%	.	0.2%
Dynein transport	0.78	-0.79	-0.31	-0.38	-0.8	-0.52	1.8	0.56
Dynein transport cytoplasmic EGFP	-0.049	-0.21	-0.26	-0.25	-0.16	-0.26	0.094	-0.2
Dynein transport nuclear GR-EGFP	1.1	-0.6	0.16	-0.15	0.091	-0.047	2	0.57
Dynein transport cell count	-1.7	0.47	0.34	-0.21	-0.15	0.2	-1.8	0.23
P. falciparum M17LAP	0%	-2%	-4%	7%	3%	0%	-9%	-4%
MT stabilizer	4.6	6.6	2.4	3.4	12	1.6	.	2.4
MT stabilizer Hoechst-high %	1.9	3.5	2.7	1.7	3.1	2.1	.	0.9
MT stabilizer cytotoxicity %	6.4	6.1	4.5	1.8	17	8.5	.	10
Ins promoter up	-0.74	-2	-1.3	-0.51	-0.53	0.04	0.95	-0.61
Ins promoter up cell count	1618	1525	1198	1104	1339	1353	1116	975
Autophagy HCS	i	i	i	i	i	i	.	i
Autophagy HCS cell loss 18 h	-5	4	14	3	10	-1	.	0
P. falciparum M1AAP	11%	4%	8%	2%	14%	0%	3%	1%
Yfh1-off respiration	i	i	i	i	i	i	i	i
Hep lipid drop	.	-15	10	29	.	-1	-5	.
Hep lipid drop cells 6.5 µM	.	703	657	741	.	741	691	.

25	CCCNC(=S)Nc1ccc(Cl)cc1C
26	O=[N+]([O-])c1ccc(-c2nc(=S)c3c(o2)CCCC3)cc1
27	O=C1Nc2cc(C(=O)N3CCc4ccccc4C3)ccc2S/C1=C\c1ccccc1
28	CCc1ccnc(NS(=O)(=O)c2ccc3c(c2)CCO3)c1
Compound	25	26	27	28
CSM14.1 death rescue	4.4%	0.8%	2.1%	.
Dynein transport	-0.12	0.35	0.41	0.7
Dynein transport cytoplasmic EGFP	-0.21	-0.25	-0.24	-0.17
Dynein transport nuclear GR-EGFP	0.089	1.4	0.095	0.3
Dynein transport cell count	-0.15	-0.84	-0.59	-0.4
P. falciparum M17LAP	-5%	-6%	31%	5%
MT stabilizer	4.9	3.8	5.3	.
MT stabilizer Hoechst-high %	3.0	3.1	3.6	.
MT stabilizer cytotoxicity %	8.1	5.9	4.1	.
Ins promoter up	0.58	.	.	-0.13
Ins promoter up cell count	1232	.	.	1525
Autophagy HCS	i	i	i	.
Autophagy HCS cell loss 18 h	6	6	-7	.
P. falciparum M1AAP	-4%	3%	-2%	3%
Yfh1-off respiration	i	i	i	i
Hep lipid drop	1	32	14	13
Hep lipid drop cells 6.5 µM	655	683	642	733
